Assay outcomes as filed in PubChem.
hgDAF12 agonist: agonists of H. glycines DAF-12 nuclear receptor; HEK293 GAL4-hgDAF12 UAS-luciferase reporter, agonist luminescence; normalized to butyrate control; activation, % at 6.8 µM; 370,000 tested, 1.8% active;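 active = activation above a cutoff set at the mean of all screened compounds plus 3 SD, cut at about 10% in these data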;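 also: 0% = DMSO wells and 100% = sodium butyrate wells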
sPLA2-III inh: Inhibits HGIII-sPLA2 liposome hydrolysis, primary screen; Q9NZ20; QFRET BODIPY PC-A2 liposome hydrolysis, fluorescence; inhibition, % at 12.2 µM; 370,000 tested, 0.56% active;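 active = inhibition above mean plus 3 SD of compounds lying within the high and low control bounds, cut at about 19% in these data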;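 also: 0% = median of test compound wells and 100% = no enzyme DMSO wells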
Target sequence (Q9NZ20 whole entry, looked up): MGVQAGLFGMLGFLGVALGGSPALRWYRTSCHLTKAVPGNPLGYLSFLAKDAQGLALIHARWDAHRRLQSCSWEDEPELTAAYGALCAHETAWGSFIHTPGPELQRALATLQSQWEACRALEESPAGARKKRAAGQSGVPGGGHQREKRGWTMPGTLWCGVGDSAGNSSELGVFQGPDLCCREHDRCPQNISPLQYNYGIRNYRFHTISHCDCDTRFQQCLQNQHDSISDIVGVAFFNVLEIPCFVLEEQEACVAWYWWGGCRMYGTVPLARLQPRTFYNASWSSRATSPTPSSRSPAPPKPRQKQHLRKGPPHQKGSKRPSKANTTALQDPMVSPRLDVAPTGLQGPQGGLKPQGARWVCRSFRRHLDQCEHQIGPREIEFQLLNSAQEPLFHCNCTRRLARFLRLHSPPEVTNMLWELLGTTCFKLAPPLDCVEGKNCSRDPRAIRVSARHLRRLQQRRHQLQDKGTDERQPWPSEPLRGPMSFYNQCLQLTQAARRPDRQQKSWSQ
GC-A act: GC-A (human) enzyme activation; HEK293 GC-A cells, cGMP TR-FRET, EC30 ANP; 0% at EC30 ANP, 100% saturating ANP; activation, % at 10 µM; 370,000 tested, 0.14% active; in the data active = activation above about 40%
ssDAF-12 act: activates DAF-12 receptor from parasite S. stercoralis; HEK293 ssDAF-12/GRIP1 lit1-tk-luc reporter, luminescence; % of 3 µM dafachronic acid response; activation, % at 6.8 µM; 370,000 tested, 1% active; AID 652126;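 active = activation above the mean over all tested compounds plus 3 SD, cut at about 0.9% in these data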;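 also: 0% = DMSO-only wells and 100% = 3 µM delta7-dafachronic acid wells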
SMARCA2 activ: increases SMARCA2 function in MMTV reporter cells. MG213 cells, MMTV-luciferase reporter, dexamethasone, overnight. activation, % at 9.1 µM. 370,000 tested, 1% active; in the data active = activation above about 7.8%;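 also: 0% = vehicle wells and 100% = reference activator wells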
ADAM10 inh: inhibitors of human ADAM10. 370,000 tested, 0.62% active. O14672. AID 720582. inhibition, % at 7 µM. recombinant ADAM10, EDANS/DABCYL FRET peptide cleavage, 3 h;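 active = inhibition above a per-campaign cutoff equal to the mean of compounds falling between control-based bounds plus 3 SD, cut at about 20% in these data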;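 also: 0% = DMSO wells while the 100% control is not disclosed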
FXN GAA850 act: activators of GAA850 frataxin (FXN) promoter; 360,000 tested, 0.56% active; HEK293 lucGAA850 FXN promoter luciferase reporter, 24 h; percent of 10 µM SAHA response; activation, % at 6 µM; AID 540364;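 active = activation above the average of all compounds screened plus 3 SD, cutoff fixed separately per campaign, cut at about 7.5% in these data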;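 also: 0% = DMSO wells and 100% = 10 µM SAHA wells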
DAX1 inh-1: inhibitors of DAX1 repression of SF-1 activated StAR promoter; inhibition, % at 6.8 µM; 370,000 tested, 1.1% active; HEK293T StAR-luciferase reporter, SF-1/DAX-1 repression relief; AID 652010;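 active = inhibition above the mean over all tested compounds plus 3 SD, cut at about 3.6% in these data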;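 also: 0% = DAX-1 cells with DMSO and 100% = cells lacking DAX-1 with DMSO; higher inhibition means more luminescence from relief of DAX-1 repression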
DAX1 inh-2: inhibitors of human orphan nuclear receptor DAX1 (NR0B1) | AID 504766 | HEK293 Gal4-DAX1 luciferase reporter, luminescence | inhibition, % at 6.75 µM | P51843 | 340,000 tested, 0.99% active;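 active = inhibition above the mean over all tested compounds plus 3 SD, cut at about 4.2% in these data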;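 also: 0% = DAX1-transfected cells with DMSO and 100% = empty-vector control cells with DMSO; inhibition shows as a rise in luminescence from relieved DAX1 repression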
Target sequence (P51843 207-470 limits assumed): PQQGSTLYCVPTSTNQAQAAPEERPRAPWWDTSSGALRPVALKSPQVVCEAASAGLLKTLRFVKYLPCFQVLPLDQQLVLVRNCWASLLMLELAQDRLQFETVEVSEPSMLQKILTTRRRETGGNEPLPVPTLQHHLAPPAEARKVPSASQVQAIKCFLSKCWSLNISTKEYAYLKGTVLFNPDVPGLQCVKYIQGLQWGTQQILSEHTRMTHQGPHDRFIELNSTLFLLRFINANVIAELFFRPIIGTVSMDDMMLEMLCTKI
hcDAF12 agonist: activates DAF-12 receptor from parasite H. contortus; HEK293 hcDAF-12 lit1-tk-luc reporter, luminescence; 0% DMSO, 100% Δ7-dafachronic acid; activation, % at 6.8 µM; AID 652067; 370,000 tested, 1.4% active;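 active = activation above the mean of all tested compounds plus 3 SD, cut at about 5.5% in these data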;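 also: 100% = response to 3 µM Δ7-dafachronic acid high control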
NPR2 activator: GC-B (human) receptor activation; 370,000 tested, 0.11% active; activation, % at 10 µM; P20594; HEK293-GC-B cells, CNP EC30, cGMP TR-FRET; 0% at EC30 CNP, 100% saturating CNP;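 active = activation at 10 µM reaching about 35% in either raw or pattern-adjusted values, limit read from the data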
* hit, by the source's call; i = inactive; · = no result given.

SMILES	hgDAF12 agonist	sPLA2-III inh	GC-A act	ssDAF-12 act	SMARCA2 activ	ADAM10 inh	FXN GAA850 act	DAX1 inh-1	DAX1 inh-2	hcDAF12 agonist	NPR2 activator
CNC(=S)N/N=C/C1=CCC2CC1C2(C)C (configuration not stated)	-0.9	6	-5	-1.3	2	-2	2.9	-0.9	-0.9	-2.5	2
CCOc1ncccc1C(=O)OCC(=O)Nc1ncc(C(F)(F)F)cc1Cl	-0.5	-6	-3	-1.2	0	-2	-0.5	-0.7	1.2	-1.3	3
CC1Cc2ccccc2N1C(=O)CCn1c(=O)oc2ccccc21 (configuration not stated)	0.7	-3	-7	-0.6	-1	-5	1.0	0.4	-0.1	-1.9	-5
Cc1cc(C)nc(NS(=O)(=O)c2ccc(NC(=O)c3snnc3C)cc2)n1	-0.1	7	-1	-0.7	-4	-6	0.0	0.1	0.9	-1.0	2
CN1CCN(C2=Cc3ccccc3Sc3cc(F)c(Cl)cc32)CC1	-0.3	-6	-34	-1.0	-6	5	0.0	0.1	-0.2	-1.2	-23
CCn1c(O)c(/C=C2\C=Nc3ccccc32)sc1=O	14*	-6	-1	-0.4	6	7	5.6	2.0	2.2	4.5	-3
CCCNC(=O)c1ccc(-c2nc3ccccc3s2)s1	4.1	-24	7	-0.9	3	i	-3.1	1.8	-3.6	5.5	-1
COc1ccc(OC)c(NC(=O)c2nnn(CCc3ccccc3)c2N)c1	-2.0	-4	2	-1.3	-1	-2	-0.1	0.7	0.1	-0.5	0
CC(Oc1ccccc1)C(=O)N1CCN(c2ccc(N3CCOCC3)nn2)CC1 (configuration not stated)	-2.8	-1	2	-0.9	0	i	2.0	0.2	1.5	0.3	3
CN(CCN1CCc2ccccc2C1)Cc1nc(-c2ccc3c(c2)OCO3)no1	3.0	3	1	-0.6	1	1	0.3	-0.4	0.2	-0.7	0
C=CCN(C(=O)[C@@H](C1CC1)[C@@H](O)c1ccc2ccccc2c1)c1ccccc1	5.4	-7	-3	-1.2	-3	5	·	-1.6	·	-1.9	-2
CC(C)C1N=C2c3ccccc3N=C(SCc3cc(=O)n4cc(Cl)ccc4n3)N2C1=O (configuration not stated)	-1.2	0	0	-0.8	-2	-19	5.7	-0.8	-0.3	0.2	6
CCc1ccc(C2C(C#N)=C(N)Oc3n[nH]c(CC(=O)OC)c32)cc1 (configuration not stated)	-0.7	-8	2	-1.0	0	-4	2.0	0.1	-1.3	-0.7	8
O=[N+]([O-])c1ccc2c(c1N1CCCCC1)=NC1(CCCCC1)[N+]=2[O-]	-1.1	0	1	-1.4	-1	-1	0.7	-0.1	-1.8	-0.6	-3
COc1ccc(S(=O)(=O)Nc2cc3c4c(c2)CCN4C(=O)CC3)cc1C	-3.7	7	-5	-1.1	2	4	1.7	1.1	0.0	-0.7	-3

Sorted by length of the SMILES (rising): some entries from above.
SMILES	hgDAF12 agonist	sPLA2-III inh	GC-A act	ssDAF-12 act	SMARCA2 activ	ADAM10 inh	FXN GAA850 act	DAX1 inh-1	DAX1 inh-2	hcDAF12 agonist	NPR2 activator
CNC(=S)N/N=C/C1=CCC2CC1C2(C)C (configuration not stated)	-0.9	6	-5	-1.3	2	-2	2.9	-0.9	-0.9	-2.5	2
CCCNC(=O)c1ccc(-c2nc3ccccc3s2)s1	4.1	-24	7	-0.9	3	i	-3.1	1.8	-3.6	5.5	-1
CCn1c(O)c(/C=C2\C=Nc3ccccc32)sc1=O	14*	-6	-1	-0.4	6	7	5.6	2.0	2.2	4.5	-3
CC1Cc2ccccc2N1C(=O)CCn1c(=O)oc2ccccc21 (configuration not stated)	0.7	-3	-7	-0.6	-1	-5	1.0	0.4	-0.1	-1.9	-5
CN1CCN(C2=Cc3ccccc3Sc3cc(F)c(Cl)cc32)CC1	-0.3	-6	-34	-1.0	-6	5	0.0	0.1	-0.2	-1.2	-23
COc1ccc(OC)c(NC(=O)c2nnn(CCc3ccccc3)c2N)c1	-2.0	-4	2	-1.3	-1	-2	-0.1	0.7	0.1	-0.5	0
CCOc1ncccc1C(=O)OCC(=O)Nc1ncc(C(F)(F)F)cc1Cl	-0.5	-6	-3	-1.2	0	-2	-0.5	-0.7	1.2	-1.3	3
CC(Oc1ccccc1)C(=O)N1CCN(c2ccc(N3CCOCC3)nn2)CC1 (configuration not stated)	-2.8	-1	2	-0.9	0	i	2.0	0.2	1.5	0.3	3
COc1ccc(S(=O)(=O)Nc2cc3c4c(c2)CCN4C(=O)CC3)cc1C	-3.7	7	-5	-1.1	2	4	1.7	1.1	0.0	-0.7	-3
O=[N+]([O-])c1ccc2c(c1N1CCCCC1)=NC1(CCCCC1)[N+]=2[O-]	-1.1	0	1	-1.4	-1	-1	0.7	-0.1	-1.8	-0.6	-3
C=CCN(C(=O)[C@@H](C1CC1)[C@@H](O)c1ccc2ccccc2c1)c1ccccc1	5.4	-7	-3	-1.2	-3	5	·	-1.6	·	-1.9	-2

Following part
SMILES	hgDAF12 agonist	sPLA2-III inh	GC-A act	ssDAF-12 act	SMARCA2 activ	ADAM10 inh	FXN GAA850 act	DAX1 inh-1	DAX1 inh-2	hcDAF12 agonist	NPR2 activator
O=C(c1ccccc1)c1cn[nH]c1-c1ccccc1O	1.4	-33	-4	-1.3	2	13	-1.2	0.2	1.2	1.1	-3
COCCNC(=O)c1ccccc1NC(=O)C1COc2ccccc2O1 (configuration not stated)	0.7	-5	-1	-0.8	1	-3	4.0	-1.4	0.1	-2.2	-1
CCN(CC)C(=O)N1CCN(S(=O)(=O)c2c(C)cc(C)cc2C)CC1	-5.2	2	-6	-1.6	-6	-2	0.7	-0.7	-1.5	-0.9	-5
CCOCC(=O)Nc1nnc(Cc2ccc(OC)c(OC)c2)s1	-1.4	-3	9	-0.3	-3	-3	3.9	0.1	0.6	4.8	-2
CC(C)c1ccccc1NC1=CC(=O)CC(C)(C)C1	0.1	-2	-2	-1.5	-1	-5	1.4	0.0	-0.5	0.0	0
COc1ccccc1N1CCN(Cc2ccsc2)CC1	-0.2	0	3	1.1*	1	1	-1.0	0.8	0.8	0.9	6
COc1ccc(SC[C@H](Cc2ccccc2)N2CCN(CCc3ccccc3)CCC2=O)cc1	-2.6	-16	-1	-1.7	1	9	-1.2	-0.7	-0.5	0.0	-2
COc1ccc(NC(=O)NCCN2C(=O)C3C4C=CC(C4)C3C2=O)cc1 (configuration not stated)	8.9	-1	2	-0.3	1	-10	3.2	1.8	6.0*	0.4	1
C[C@@H]1C=CCCO[C@]12C(=O)N(CC1CC1)c1ccccc12	4.3	5	-2	-1.4	-1	-10	·	-0.5	·	-1.1	3
Cn1c(=O)c2c(-c3ccccc3)n(-c3ccccc3S)cc2n(C)c1=O	0.4	-1	-3	-1.4	-4	2	-0.9	0.2	-0.2	-0.8	-2
COc1cccc(-c2nc(SC)nc3sc(C(=O)NC(C)(C)C)c(N)c23)c1	1.0	5	-2	-1.4	0	-5	0.2	-0.1	-0.9	0.1	-2
CCc1csc(CCNC(=O)C2CCC(=O)N(Cc3ccccc3F)C2)n1 (configuration not stated)	1.4	-5	5	-0.4	0	-9	-0.1	-0.4	-0.3	1.0	-7
C=CCn1c(SCC(=O)N2CCCC2)nc2cc(C(=O)NCC3CCCO3)ccc2c1=O (configuration not stated)	-3.9	9	-1	-1.7	-2	-20	4.0	-0.3	-0.9	-2.0	-6
CC(=O)c1c(C)[nH]c(C(=O)Nc2cccc(C(F)(F)F)c2)c1C	0.2	-3	-6	-0.9	2	8	0.8	-0.3	0.0	-0.8	-6
COC(=O)c1ccc(Cn2nnc3c(=O)[nH]c(C4CCCN(S(=O)(=O)c5ccccc5Cl)C4)nc32)cc1 (configuration not stated)	-2.2	6	6	-1.1	-2	-8	1.4	0.4	0.3	-2.4	12
CCn1c(SCc2nc3ccccc3c(=O)[nH]2)nnc1-c1cccnc1	-1.1	1	-1	-0.4	-5	-8	1.2	0.2	0.1	-0.9	-11
CCO/C=N/Nc1nc(C(F)(F)F)nc2c1cnn2Cc1ccccc1	0.4	-3	-6	-1.4	-4	2	2.7	0.0	-1.7	0.2	-3
C/C(CC(=O)Nc1cccc(Br)c1)=N\NC(=O)c1ccc(O)cc1O	1.1	-16	-5	-1.0	2	5	1.2	0.8	0.8	1.1	-2
CC(=O)Nc1ccc2nc(NC(=O)CCc3ccccc3)sc2c1	1.5	-10	1	-1.8	3	-6	1.4	-1.3	2.4	0.2	-3
COc1ccc(-n2nnnc2SC(C)C(=O)NCC(=O)Nc2ccc(F)c(F)c2F)cc1 (configuration not stated)	-3.8	-4	-4	-1.4	-3	5	0.8	-0.3	-0.5	-2.9	-7
Cc1ccnc2nc(C(=O)Nc3ccc(N4CCOCC4)cc3)nn12	6.2	-1	-4	-1.1	2	-2	4.4	1.0	0.7	1.4	2
CC1=CC(C)(C)N(C(=O)CCl)c2cc(C)ccc21	1.5	3	3	-1.1	-2	-3	-0.1	-0.5	2.0	-0.3	-2
O=C(COCc1cc(-c2ccc3c(c2)OCO3)on1)N1CCN(c2ccc(F)cc2)CC1	3.0	0	-2	-1.2	-2	-6	-1.5	-0.4	0.4	0.1	-7
CC(C)NCC(O)COc1ccc(CC(N)=O)cc1 (configuration not stated)	1.0	-7	2	-1.7	-6	-3	-1.0	0.0	-0.1	0.3	-1
Cc1cc(C)c(S(=O)(=O)Nc2ncn[nH]2)cc1C	-0.3	3	0	-0.5	-4	-1	-0.3	0.0	0.2	-1.9	7
COc1ccc(CC(=O)OCC(=O)Nc2ccc(Cl)cc2C)cc1	-0.9	4	-4	-1.1	-5	-4	0.3	0.2	-0.8	-0.2	6
CN(CC(=O)Nc1ccccc1Br)C(=O)c1ccc(COc2ccccc2)cc1	4.1	-18	1	-0.4	0	8	2.1	0.5	-0.2	4.4	5
Nn1c(SCc2ccccc2)nnc1C1CCCCC1	2.5	1	2	-1.0	-1	-1	2.5	1.4	-2.2	-0.5	3
CN1CCN(c2ccc(S(=O)(=O)N3CCCCC3)cc2NC(=O)c2ccc(F)cc2F)CC1	2.4	-12	10	-1.8	1	5	3.7	-0.6	-1.1	0.4	11
CCN(CC)CCNC(=O)c1ccc2c(c1NCCO)C(=O)c1ccccc1C2=O	-11	10	4	-3.1	-15	6	-6.7	-1.9	·	-5.1	-5
S=c1[nH]nc(Nc2cccc3ccccc23)s1	0.7	16	1	-1.0	11*	8	0.2	0.1	·	1.0	-2
